Screening data as filed in PubChem.
RORgamma inh = qHTS for inhibitors of ROR gamma transcriptional activity | Drosophila S2 Gal4-RORgamma UAS-luciferase reporter, 20 h | Potency, µM (doses to about 53.6 µM), for the others: at the highest dose activity change, negative = inhibition, most hits filed as inhibitors | 5.4% of 310,000 active; also: potency is read from the fitted curve at half-maximal effect; % is scaled to controls: 0 for no effect and ±100 for the full control effect; nearly all actives have a fitted effect of over 60% in size
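Compounds are pin-transferred onto Drosophila Schneider cells expressing a copper-inducible Gal4–ROR gamma transactivation domain fusion. After 1 hr, copper sulfate is added to 700 uM final; luciferase is read 20 hr later.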
VP16 counter = VP16 counterscreen qHTS for inhibitors of ROR gamma transcriptional activity; Drosophila S2 Gal4-VP16 UAS-luciferase, luminescence, 20 h; 3.5% of 310,000 active; Potency, µM (highest dose often 53.6 µM), without a hit: at the highest dose activity, negative = inhibition, most hits filed as inhibitors;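 also: Gal4-VP16 expression switched on by copper sulfate through the metallothionein promoter; potency is read from the fitted curve at half-maximal effect; % is scaled to controls: 0 for no effect and ±100 for the full control effect; nearly all actives have a fitted effect of over 50% in size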
NPC1 prom act = qHTS Assay for NPC1 Promoter Activators | Huh7 NPC1 promoter luciferase reporter, 24 h | Potency, µM (doses to about 9.22 µM), inactives show top-dose activation, actives largely listed as activators | 2.4% of 320,000 active | AID 485313, 2010;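 also: potency is read from the fitted curve at half-maximal effect; % of control where 0% means no effect; nearly all actives have a fitted effect of over 60% in size; reporter is driven by a mutant NPC1 promoter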
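Cells: Huh7 expressing luciferase under the NPC1 promoter, 1500/well. Seeded 2 h, compound added, incubated 24 h at 37 °C. Luciferase reagent, 10 min ambient, then luminescence.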
Rab9 promoter act = qHTS Assay for Rab9 Promoter Activators. 2.8% of 320,000 active. Huh7 Rab9 promoter-luciferase reporter, luminescence, 24 h. AID 485297, 2010. Potency, µM (doses to about 9.22 µM), inactives show top-dose activation, negative = inhibition, usual class: activators; also: potency is read from the fitted curve at half-maximal effect; % of control where 0% means no effect; nearly all actives have a fitted effect of over 60% in size
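Luminescence from Amplite-detected luciferase (10 minutes, ambient) reports Rab9 promoter activation. Before that, stable Rab9-luciferase Huh7 cells (1500/well, reduced-serum OP-MEM I plus 10% FBS) were exposed to compound for 24 hours at 37C.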
Coupling enz = qHTS Assay for Inhibitors of Fructose-1,6-bisphosphate Aldolase from Giardia Lamblia: Coupling assay counterscreen; 0.67% of 290,000 active; activity change, negative = inhibition, % at 58.2 µM, hits read low; coupling enzyme system counterscreen, AmpLite Red fluorescence; AID 2472, 2010; in the data active = activity change below about -30%; also: % is scaled to controls: 0 for no effect and ±100 for the full control effect
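Fluorescence at 525 nm excitation and 598 nm emission measured inhibition of the coupled detection system without aldolase. Compounds (at 57.5 uM final) were preincubated 10 min at room temperature with coupling enzyme reagent before a 20 min substrate/AmpLite Red step.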
Tb PFK inh = qHTS Assay to Find Inhibitors of T. brucei phosphofructokinase; Potency, µM (series often up to 57.5 µM), for the others: at the highest dose activity, negative = inhibition, most hits filed as inhibitors; T. brucei PFK, ADP-Glo luminescence; 0.17% of 330,000 active; ATP-dependent 6-phosphofructokinase (Trypanosoma brucei brucei), O15648; AID 485367, 2010;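 also: potency is read from the fitted curve at half-maximal effect; 0% = uninhibited 1x PFK enzyme wells and -100% = no-enzyme wells; nearly all actives have a fitted effect of over 60% in size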
Target sequence (O15648 whole entry, looked up): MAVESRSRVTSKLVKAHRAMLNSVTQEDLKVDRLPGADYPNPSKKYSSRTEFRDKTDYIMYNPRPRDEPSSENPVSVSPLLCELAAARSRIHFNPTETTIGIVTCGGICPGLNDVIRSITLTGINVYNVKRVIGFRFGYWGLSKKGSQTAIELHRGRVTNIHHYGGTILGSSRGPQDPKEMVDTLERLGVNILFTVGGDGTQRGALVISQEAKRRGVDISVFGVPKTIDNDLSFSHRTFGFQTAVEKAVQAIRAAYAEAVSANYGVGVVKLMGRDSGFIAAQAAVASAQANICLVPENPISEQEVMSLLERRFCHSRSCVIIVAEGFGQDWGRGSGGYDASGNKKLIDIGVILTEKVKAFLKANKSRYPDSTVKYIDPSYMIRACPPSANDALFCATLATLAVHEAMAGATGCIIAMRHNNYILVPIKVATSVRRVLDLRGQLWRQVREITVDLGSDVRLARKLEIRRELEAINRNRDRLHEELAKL
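Compounds were pin-transferred as a titration series up to 57 uM into substrate buffer (0.5 mM F6P, 0.1 mM ATP, pH 8.0), then 1.25 nM PFK was added and reactions ran 45 min before ADP-Glo detection.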
Giardia kill = Small Molecules that selectively kill Giardia lamblia: qHTS; Giardia lamblia trophozoite viability; activity change, % at 7.66 µM, hits read low; 0.15% of 340,000 active; AID 540267, 2011; in the data active = activity change below about -80%; inconclusive = between about -30% and that limit;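 also: parasites exposed to compound for two days anaerobically before the ATP read; % is scaled to controls: 0 for no effect and ±100 for the full control effect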
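ATP-content bioluminescence gauges trophozoite survival. Cells (100/well) receive compound and incubate anaerobically for 48 hrs at 37 deg C; detection reagent follows for 15-30 min at room temperature.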
FLuc modulator = qHTS profiling assay for firefly luciferase inhibitor/activator using purifed enzyme and Km concentrations of substrates (counterscreen for miR-21 project) | 6.9% of 360,000 active | purified FLuc, Km substrates, luminescence inhibition | Potency, µM (top dose mostly 57.5 µM), for inactives: at the highest dose activity change, negative = inhibition, usual class: inhibitors | Luciferin 4-monooxygenase (Photinus pyralis), P08659 | AID 588342, 2011;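 also: potency is read from the fitted curve at half-maximal effect; plate controls were vehicle for no effect and reference inhibitor for full effect; nearly all actives have a fitted effect of over 55% in size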
Target sequence (P08659 whole entry, looked up): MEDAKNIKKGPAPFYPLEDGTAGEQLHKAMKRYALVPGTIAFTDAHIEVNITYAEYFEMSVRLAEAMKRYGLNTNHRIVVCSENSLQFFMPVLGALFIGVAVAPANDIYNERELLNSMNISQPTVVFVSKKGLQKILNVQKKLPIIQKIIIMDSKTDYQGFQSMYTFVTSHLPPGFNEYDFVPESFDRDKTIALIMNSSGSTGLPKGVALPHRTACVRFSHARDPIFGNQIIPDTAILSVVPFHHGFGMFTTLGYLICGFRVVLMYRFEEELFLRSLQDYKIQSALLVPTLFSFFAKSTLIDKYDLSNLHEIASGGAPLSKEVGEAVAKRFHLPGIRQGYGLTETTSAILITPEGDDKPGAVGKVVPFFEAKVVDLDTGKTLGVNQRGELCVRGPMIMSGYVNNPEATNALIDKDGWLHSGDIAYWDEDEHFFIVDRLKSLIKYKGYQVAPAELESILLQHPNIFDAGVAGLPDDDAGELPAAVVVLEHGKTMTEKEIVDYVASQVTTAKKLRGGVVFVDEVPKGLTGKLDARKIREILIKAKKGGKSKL
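Biochemical qHTS of compounds, final roughly 60 µM downward over six points, against 10 nM purified firefly luciferase using Km concentrations of substrates (10 uM D-luciferin, 10 uM ATP) in Tris acetate pH 7.5 buffer; luminescence output.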
uPA generation = qHTS for Inhibitors of Cell Surface uPA Generation | Potency, µM (highest dose often 38.3 µM), for the others: at the top dose activity change, negative = inhibition, usual class: inhibitors | 0.31% of 330,000 active | cell surface uPA generation assay, qHTS; active = well fitted inhibition curve with a large enough effect; inconclusive = small, poorly fitted or top-dose-only effect; inactive = no such curve, though single readings can be large or run the other way; tested in mouse RAW 264.7 cells; also: potency is read from the fitted curve at half-maximal effect; % is scaled to controls: 0 for no effect and ±100 for the full control effect; nearly all actives have a fitted effect of over 55% in size
ELG1 genotox = qHTS screen for small molecules that induce genotoxicity in human embryonic kidney (HEK293T) cells expressing luciferase-tagged ELG1; Potency, µM (titrated, usually from 46 µM), inactives show top-dose activity change, positive = activation, hits mostly activators; 1.3% of 330,000 active; HEK293T ELG1-luciferase reporter, luminescence, 16 h; AID 504466, 2011; also: potency is read from the fitted curve at half-maximal effect; % of control where 0% means no effect; nearly all actives have a fitted effect of over 60% in size
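16 hr compound incubation (37 °C, 5% CO2) of HEK293T cells carrying luciferase-tagged ELG1; luciferase then measured by ONE-Glo luminescence after 30 min at RT.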
KCNH2 3.1 inh = qHTS for Inhibitors of KCHN2 3.1: Mutant qHTS. Potassium voltage-gated channel subfamily H member 2, brain isoform KCNH2 3.1 (human). U2OS KCNH2 3.1, thallium flux FluxOr; hits give low values. activity change, % (tested at about 1.8 µM). 0.95% of 340,000 active. AID 720553, 2013;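 active = maximum activity change below -70%; inconclusive = maximum activity change from -70% to -50%; inactive = maximum activity change above -50%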;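 also: thallium influx rate constant from kinetic fluorescence after stimulation buffer; % is scaled to controls: 0 for no effect and ±100 for the full control effect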
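Thallium flux read-out: FluxOr dye with Red40 quencher in HBSS/HEPES, 45 min at RT. Rate constants from kinetic reads were normalized to positive and negative DMSO controls. Cells: U2OS virally expressing the 3.1 isoform.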
Active calls of the source: *; ? = inconclusive; . = not tested or not shown; & = joins results of further samples; [ ] = remark or other dose. Unless noted, calls follow the shape of the dose curve; as a rule, active = well fitted curve in the direction sought with a large enough effect; inconclusive = small, poorly fitted or top-dose-only effect, or another doubt; inactive = no such curve, though single readings can be large; an effect the other way counts as inactive or inconclusive.

SMILES	RORgamma inh	VP16 counter	NPC1 prom act	Rab9 promoter act	Coupling enz	Tb PFK inh	Giardia kill	FLuc modulator	uPA generation	ELG1 genotox	KCNH2 3.1 inh
CCOC(=O)c1sc(=S)n(-c2ccc(C)cc2)c1SC	15%	-2%	-4%	0%	3	-1%	-10	-5%	-8%	-6%	4
CC1CN=C(c2cccn2Cc2ccc(F)cc2Cl)O1 (stereo unspecified)	6.3µM*	?	0%	2%	0	8%	-15	7%	3%	-1%	12
O=C(N/N=C/c1ccc([N+](=O)[O-])cc1)c1[nH]ncc1Br	5%	0%	2µM*	1µM*	0	-5%	-4	?	-7%	?	-4
OC1(c2ccc3c(c2)OCO3)CCN(Cc2ccccn2)CC1	1%	3%	2%	0%	-1	-2%	4	-2%	-1%	0%	9
Cc1csc(=O)n1CC(=O)OCC(=O)Nc1ccc(F)c(F)c1	.	.	-6%	0%	.	0%	4	1%	4%	-1%	17
COc1ccc(S(=O)(=O)N2CCCC2)cc1NC(=O)c1ccccc1F	-22%	-3%	-3%	-6%	2	-1%	5	4%	2%	2%	0
CN(C(=O)COC(=O)CCc1c[nH]c2ccccc12)C(c1ccccc1)c1ccccc1	22%	-7%	-2%	-4%	-3	7%	29	1%	-8%	0%	-80*
CC(Sc1nnc(Cc2cccs2)n1C1CCCCC1)C(=O)N1CCc2ccccc21 (stereo unspecified)	6%	-10%	-4%	-1%	0	1%	11	5%	0%	-4%	8
CCOCCCNC(=S)Nc1cc(C)cc(C)c1	6.3µM*	10µM*	0%	-4%	3	0%	-13	2%	-8%	-3%	-3
CC(C)CCN(C(=S)Nc1cccc(F)c1)C1CCN(C(C)C)CC1	-18%	3%	-3%	-5%	2	-12%	11	1%	5%	-7%	0
COc1cc(Br)cc(Br)c1OCC(=O)N/N=C/c1c(C)n(C)n(-c2ccccc2)c1=O	-10%	-3%	-3%	-8%	.	0%	19	1%	3%	-2%	5
CCN(CC)S(=O)(=O)c1ccc(N=Nc2c(N)[nH]c(=O)[nH]c2=O)cc1	3%	-3%	-5%	-6%	2	-1%	0	-18%	-2%	-1%	1
Cc1ccc2c(c1)C(O)(CC(=O)/C=C/C=C/c1ccccc1)C(=O)N2 (stereo unspecified)	13%	5%	9%	9%	2	-1%	16	-10%	-10%	-3%	-6
CC1CCc2c(C(=O)NCc3cccnc3)csc2C1 (stereo unspecified)	-4%	-9%	-1%	1%	-4	-1%	40[activator]	-9%	3%	1%	10
COc1cccc(CSc2nc3nc(C)cc(C)n3n2)c1	2%	3%	-5%	-2%[1.84 µM]	3	4%	-12	-7%	8%	6%	0
Cc1cc2cc(C)c(NCCNC(=O)c3ccccc3F)nc2cc1C	-4%	10%	-3%	-6%	-1	-5%	17	-25%	1%	-4%	-1
CN(C)c1ccc(C(=O)OCC(=O)N2CCOCC2)cc1	?	?	2%	22%	1	2%	-4	-3%	5%	7%	-11
COc1ccc(N2CCN(CCNC(=O)Nc3cc(Cl)ccc3OC)CC2)cc1	11%	-9%	-7%	-4%	4	-3%	-7	1%	-2%	4%	5
Cc1cc(SCC(=O)c2ccc(O)c(O)c2)n2nc(C)c(-c3ccccc3)c2n1	-23%	-27%	-15%	-12%	-2	2%	32[activator]	-17%	-11%	-2%	11
O=C(CSc1nc2ncccc2[nH]1)c1ccc(F)cc1	19%	5%	22%	17%	0	14%	17	-18%	-2%	1%	1
O=c1c2ccccc2nnn1CSc1nnnn1-c1ccc(O)cc1	38%	-8%	2%	3%	0	-2%	-21	-11%	-6%	0%	-2
CC(C)c1ccc(NC2CCCN(C(=O)c3n[nH]c4c3CCC4)C2)cc1 (stereo unspecified)	?	3%	-18%	-20%	-1	2%	-2	1%	2%	2%	-6
CCCn1c(=N)n(CC(=O)c2ccc([N+](=O)[O-])cc2)c2ccccc21	1.6µM*	-8%	-5%	1%	-18	4%	11	-1%	-2%	3%	-20
COC(=O)Cc1ccc(NC(=S)N2CCN(c3ccc(F)cc3)CC2)cc1	5%	?	-2%	-11%	5	1%	-11	-1%	-4%	1%	-19
COc1cc(C(=O)NCCCNc2nc3c(C)cc(C)cc3cc2C#N)cc(OC)c1OC	-3%	-19%	-7%	0%	-1	0%	-4	-1%	3%	-8%	-7

The closing five records of the part above lead into the next:
SMILES	RORgamma inh	VP16 counter	NPC1 prom act	Rab9 promoter act	Coupling enz	Tb PFK inh	Giardia kill	FLuc modulator	uPA generation	ELG1 genotox	KCNH2 3.1 inh
O=c1c2ccccc2nnn1CSc1nnnn1-c1ccc(O)cc1	38%	-8%	2%	3%	0	-2%	-21	-11%	-6%	0%	-2
CC(C)c1ccc(NC2CCCN(C(=O)c3n[nH]c4c3CCC4)C2)cc1 (stereo unspecified)	?	3%	-18%	-20%	-1	2%	-2	1%	2%	2%	-6
CCCn1c(=N)n(CC(=O)c2ccc([N+](=O)[O-])cc2)c2ccccc21	1.6µM*	-8%	-5%	1%	-18	4%	11	-1%	-2%	3%	-20
COC(=O)Cc1ccc(NC(=S)N2CCN(c3ccc(F)cc3)CC2)cc1	5%	?	-2%	-11%	5	1%	-11	-1%	-4%	1%	-19
COc1cc(C(=O)NCCCNc2nc3c(C)cc(C)cc3cc2C#N)cc(OC)c1OC	-3%	-19%	-7%	0%	-1	0%	-4	-1%	3%	-8%	-7
COc1ccc(C(C)=O)cc1CSc1nnc(C)n1-c1ccccc1	0%	13%	-5%	-3%	-1	0%	-2	2%	-2%	2%	6
Cc1ccc(-c2nnc(SCC(=O)N/N=C/c3ccc(C(=O)O)cc3)n2C2CCCCC2)cc1	13%	1%	3%	-3%	18	0%	-4	0%	-3%	-1%	-23
COc1ccc(C(=O)NC(=S)Nc2ccc(N3CCOCC3)c(Cl)c2)cc1[N+](=O)[O-]	?	?	-11%	-10%	-2	4%	10	-9%	13%	-11%	.
C/C(=N/NC(=O)Cc1cccs1)c1ccco1	-20%	-4%	-2%	-4%	4	10%	-10	-3%	3%	7%	2
O=C(/C=C/c1ccc(Br)o1)Nc1nnc(C2CC2)s1	0%	-1%	29%	21%	-4	3%	.	-1%	.	2%	.
Cn1c(=O)c2c(ncn2CC(=O)Nc2ccccc2)n(C)c1=O	0%	5%	-4%	0%	2	3%	7	5%	-9%	-2%	-1
COc1ccc2nc(NC(=O)CSc3cn[nH]n3)sc2c1	11%	-13%	?	4µM*	2	1%	2	6.7µM*	-11%	?	1
O=C(Nc1ccc(F)cc1)c1cncs1	-21%	2%	1%	-2%[1.84 µM]	0	4%	-5	4%	7%	1%	4
CSc1ncccc1C(=O)Nc1cccc(S(=O)(=O)N2CCCC2)c1	.	.	.	.	.	-1%	-3	.	9%	-1%	1
CCOc1ccccc1NC(=O)/C=C/c1ccc(S(=O)(=O)N2CCOCC2)cc1	.	.	15%	8%	.	-5%	-5	1%	2%	-10%	8
Cc1cc2ncn(C(=O)N3CCC(C)CC3)c2cc1C	-7%	10%	23%	?	1	0%	12	?	3%	12%	2
CCCCCC/C(=N/O)c1ccccn1	5µM*	16µM*	18%	-1%	2	2%	1	-8%	-9%	3%	6
Cc1ccc(N=C2NC(=O)C(CC(=O)NCc3ccccc3)S2)cc1C (stereo unspecified)	?	7%	-1%	-3%	2	0%	48[activator]	-13%	-1%	0%	-11
Cc1csc(CNc2ncnc3ccc(-c4ccc5c(c4)OCCO5)cc23)c1	.	.	-9%&-3%	2%&-3%	.	4%&-4%	25	?	2%	-7%	.
Cc1[nH]c(=O)[nH]c(=O)c1/C=N/NC(=O)CCNC(=O)OC(C)(C)C	?	-2%	0%	-1%	0	-2%	-7	-1%	8%	-4%	-2
